Screening results (PubChem)
FXIa inh mix – factor XIa (human) inhibition, mixture screen | P03951 | purified FXIa, fluorogenic substrate, pooled mixtures | inhibition, % at 5 µM | 0.19% of 62,000 active | AID 680;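 also: each value is inhibition by a whole ten-compound pool holding the compound; 0% = enzyme with no mixture and 100% = wells lacking enzyme; strong numbers were not always called active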
MKP-1 inh – human dual specificity phosphatase 1 inhibition; P28562; recombinant MKP-1, OMFP hydrolysis fluorescence; inhibition, %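 (compounds tested at a single concentration somewhere between 10 and 100 µM)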; 0.15% of 65,000 active; AID 374;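 active = inhibition above about 50%, limit read from the data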;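 also: 0% = DMSO max control wells and 100% = wells with enzyme stopped by NaOH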
MMP-13 inhibitor – MMP13 (human) collagenase inhibition; 0.07% of 65,000 active; MMP-13 fTHP FRET cleavage, Mca fluorescence; inhibition, % at 4 µM; P45452; AID 570;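 active = inhibition above the mean of compound-free control plate wells plus 3 SD, cut at about 14% in these data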;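 also: 0% = DMSO wells and 100% = wells with reference MMP-13 inhibitor after basal subtraction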
JNK3 blocker – JNK3 (human) kinase inhibition; inhibition, % at 8 µM; 0.61% of 60,000 active; P53779; purified JNK3 kinase activity, HTS; in the data active = inhibition above about 17%;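 also: 0% = DMSO and 100% = reference inhibitor; many of its hits are not listed in these tables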
Target sequence (P53779 whole entry, looked up): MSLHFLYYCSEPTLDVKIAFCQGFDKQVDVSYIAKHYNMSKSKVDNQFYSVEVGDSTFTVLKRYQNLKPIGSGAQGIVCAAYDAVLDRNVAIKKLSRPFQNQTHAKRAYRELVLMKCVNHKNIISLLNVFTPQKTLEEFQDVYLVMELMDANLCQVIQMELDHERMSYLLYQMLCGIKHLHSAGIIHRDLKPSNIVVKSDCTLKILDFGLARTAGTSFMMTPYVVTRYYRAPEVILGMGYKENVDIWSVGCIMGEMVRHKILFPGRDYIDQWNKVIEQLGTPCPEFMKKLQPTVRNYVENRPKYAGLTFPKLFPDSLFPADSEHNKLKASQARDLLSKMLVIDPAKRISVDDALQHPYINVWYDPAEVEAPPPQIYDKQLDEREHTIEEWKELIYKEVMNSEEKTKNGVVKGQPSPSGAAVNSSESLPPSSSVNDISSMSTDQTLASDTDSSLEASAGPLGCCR
FXIIa inh mix – blocks human factor XIIa in pooled compound mixtures | inhibition, % at 5 µM | P00748 | purified FXIIa, fluorogenic substrate | 0.2% of 62,000 active;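 also: 0% = enzyme without compound and 100% = no enzyme blank; some results filed as inactive read as strong as hits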
A340 absorber – compound absorbs light at 340 nm; fold change at 10 µM; 65,000 tested, under 10 active; compound absorbance at 340 nm, fold over control;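 active = at 10 µM dose, initial 340 nm absorbance at least 2 fold that of control wells; inactive = change under 2 fold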;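 also: initial absorbance extrapolated from kinetic A340 decline of NADH oxidation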
Hsp90 block – displaces geldanamycin probe from tumor Hsp90; P07900; NCI-N417 lysate Hsp90, Cy3B-geldanamycin FP displacement; inhibition, % at 30 µM; 0.35% of 64,000 active;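 active = inhibition above 50%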;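 also: 0% = tracer plus lysate wells and 100% = tracer alone without lysate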
Cdc25B inh – inhibitors of human Cdc25B phosphatase; recombinant Cdc25B, OMFP fluorescence Ex485/Em525; 0.1% of 65,000 active; inhibition, %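 (compounds tested at 10 µM final in the well)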; AID 368; in the data active = inhibition above about 50%
Target sequence (P30305 whole entry, looked up): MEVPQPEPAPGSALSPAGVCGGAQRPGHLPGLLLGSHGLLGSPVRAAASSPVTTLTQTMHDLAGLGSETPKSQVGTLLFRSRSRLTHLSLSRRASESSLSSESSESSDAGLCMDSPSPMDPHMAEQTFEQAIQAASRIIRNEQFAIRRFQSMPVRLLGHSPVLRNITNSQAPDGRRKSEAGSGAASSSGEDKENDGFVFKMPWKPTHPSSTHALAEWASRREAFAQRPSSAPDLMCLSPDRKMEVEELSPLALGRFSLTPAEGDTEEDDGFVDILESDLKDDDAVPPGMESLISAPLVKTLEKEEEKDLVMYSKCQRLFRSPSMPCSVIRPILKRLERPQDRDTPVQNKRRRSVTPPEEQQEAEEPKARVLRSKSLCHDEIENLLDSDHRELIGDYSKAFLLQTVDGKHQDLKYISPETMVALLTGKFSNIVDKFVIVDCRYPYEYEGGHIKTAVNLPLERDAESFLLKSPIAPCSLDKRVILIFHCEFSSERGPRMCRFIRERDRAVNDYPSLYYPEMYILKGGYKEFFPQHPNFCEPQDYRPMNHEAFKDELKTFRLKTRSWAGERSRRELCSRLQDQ
AP ELISA ortho – alternative pathway complement inhibition, orthogonal assay. 0.08% of 62,000 active. Human serum alternative complement pathway, LPS-coated ELISA, C3 deposition; tested in compound mixtures. inhibition, % at 5 µM;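 active = inhibition above 30% in each of the two pooled mixtures holding the compound, so the lower value exceeds 30%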;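 also: 0% = serum in Mg-EGTA without compound and 100% = EDTA serum blank; some compounds past the cut are filed as inactive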
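Test system – human serum alternative complement pathway, C3 deposition on LPS-coated wells · Buffer or medium – diluted human serum in Mg2+-EGTA GVB++ · Compound dosing – 5 µM each compound, pools of ten, 50 µM per pool · Schedule – 1 h serum-compound exposure at 37 °C · Measured by – Anti-C3 ELISA, OD 450 nm · Read-out basis – percent inhibition of C3 deposition onto LPS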
An asterisk follows results filed as active; nt = not tested or not shown; [ ] = remark or other dose. Rule as the data show it, unless noted: active = inhibition above about 20% (passing the limit was not always enough); inactive = the rest. Rows were taken by chance; about 1.5% have a hit in one of these screens.

SMILES	FXIa inh mix	MKP-1 inh	MMP-13 inhibitor	JNK3 blocker	FXIIa inh mix	A340 absorber	Hsp90 block	Cdc25B inh	AP ELISA ortho
COc1ccc(-n2c(Cc3cccn3C)nnc2SCC(=O)Nc2ccc(F)cc2)cc1	2	7	-1	2	6	1.1	-2	-13	21
Cc1oc2cc(OC(C)C(=O)O)ccc2c(=O)c1Oc1ccccc1 (stereo not given)	-4	24	-4	0	-13	1	-2	-3	25
Cc1nc2ncnn2c(N2CCN(C(=O)Cc3cccs3)CC2)c1C	-5	2	5	nt	3	1.1	-11	-5	15
CCOC(=O)N1CCN(CC(=O)Nc2c(C(=O)OC)[nH]c3ccccc23)CC1	15	-5	-17	-3	-14	1	-8	1	-2
CCOc1ccc(/C(O)=C2/C(=O)C(=O)N(CCOCCO)C2c2ccccc2)cc1 (stereo not given)	-1	-3	1	8	-1	1.1	3	1	26
COCCn1c(C)cc(C(=O)CSc2ccc(NC(C)=O)cc2)c1C	1	-11	0	-11	3	1.1	-1	-2	4
Cc1cnc(C)c(N2CCC(C(=O)NCc3cccs3)CC2)n1	nt	1	1	3	nt	1	0	-17	nt
CC(C)(C)C(=O)/C=C(\N)c1ccccn1	0	-1	-2	1	6	1	-1	-16	5
O=C(NCc1ccco1)c1ccc(=O)[nH]n1	nt	-19	-5	3	nt	1	-7	6	nt
CC1CN(Cc2nc3c(c(=O)n(C)c(=O)n3C)n2CCCc2ccccc2)CC(C)O1 (stereo not given)	nt	28	-4	0	nt	0.98	0	11	nt
O=C(COc1ccccc1)NCCc1nc2ccccc2[nH]1	-1	2	4	5	3	1	-1	-9	6
CCOc1ccccc1NC(=O)C1CCN(S(=O)(=O)c2c(C)noc2C)CC1	-5	-9	2	nt	1	1.1	-3	5	11
CCC(=O)Nc1nc2ccc(NC(C)=O)cc2s1	3	23	4	-4	8	0.97	-3	3	9
Cc1cc(NC(=O)c2cc(C)on2)n(-c2ccccc2)n1	-4	4	0	1	8	0.99	-1	-13	6
CCN(CC)S(=O)(=O)c1ccc2nnn(OCC(=O)Nc3cccc(C#N)c3)c2c1	-2	26	-6	-2	6	0.98	0	2	-8
CCOC(=O)CSc1nnc(CNC(=O)c2ccc(OC)cc2)n1-c1ccc(OC)cc1	1	2	0	-4	-6	1	-1	-6	4
O=C(CNS(=O)(=O)c1ccc(C(=O)N2CCCCC2)cc1)N1CCCCC1	8	6	0	nt	1	1	nt	-2	-4
CC(C)CCN(C)C1CCN(S(=O)(=O)c2cccc(C(F)(F)F)c2)CC1	7	-3	-7	-4	9	0.99	-1	-19	12
O=C(C1CCN(S(=O)(=O)c2ccc(-n3cnnn3)cc2)CC1)N1CCN(c2ccccc2)CC1	11	18	-2	2	7	0.98	0	-4	9
C=CCn1c(N2CCCC2)nc2c1c(=O)[nH]c(=O)n2C	4	9	-8	-4	3	1	0	-18	-3
Cc1csc2nc(=O)c3ccccc3n12	8	1	-80[fluorescence artefact?]	2	10	1	-2	-1	2
COc1ccc(N2C(=O)C3CCCN3C2c2cccs2)cc1 (stereo not given)	7	7	8	-11	7	1	-2	-13	11
CCOC(=O)CN(C(=O)CSc1nnc(COc2ccc(OC)cc2)n1C)c1ccccc1	6	4	2	0	14	0.96	-4	-16	0
CC1CN=C(c2cccn2Cc2ccc(F)cc2Cl)O1 (stereo not given)	1	2	-3	12	4	0.99	0	-10	0
Cc1cccnc1NC(=O)c1ccc2nc(N)sc2c1	2	15	3	nt	3	1.1	0	-7	-1
COc1ccc(-c2nc(CS(=O)CC(=O)NCc3ccc4c(c3)OCO4)c(C)o2)cc1 (stereo not given)	10	15	2	-2	5	1	-1	-2	12
C=CCn1c(SCc2nc3ccccc3c(=O)[nH]2)nnc1-c1cc2cc(Cl)ccc2o1	-2	24	2	-2	8	1.1	2	0	-3
COc1ccc(NC(=O)c2ccc(COc3ccccc3Br)o2)cc1OC	7	25	3	6	3	1	0	-7	25
COc1ccc(C(O)c2coc3ccc(O)c(CN(C)C)c23)cc1 (stereo not given)	9	-5	0	3	2	1	-6	-6	17
CCc1nc2ccccc2n(CC)c1=O	-18	29	-9	9	0	1.1	-6	1	-9
CCc1ccc(NC(=O)Cn2c(=O)oc3cc(S(=O)(=O)N4CCOCC4)ccc32)cc1	1	7	4	9	11	1	-3	-5	-2
CC(=O)Nc1ccc(S(=O)(=O)Nc2ccc(S(=O)(=O)N3CCCCCC3)cc2)cc1	7	8	2	4	8	1	-21	-2	21
COc1ccccc1-c1c(C)nn2c(N3CCCCCC3)cc(C)nc12	5	-4	-16	2	3	1.1	0	-2	17
CCOC(=O)c1ccc(NC(=O)CCC(CC)C(=O)O)cc1 (stereo not given)	nt	-9	3	4	nt	1	-1	11	nt
CC(C)(CN1CCCCC1)NS(=O)(=O)c1ccc(Cl)cc1	8	1	0	-1	1	1	-1	-9	16
Cc1ccc2cc(C#N)c(NCCNC(=O)C3CCC3)nc2c1C	25	-8	-75[fluorescence artefact?]	-3	45	1.1	1	-11	12
Cc1c(C#N)c2ccccc2n1CC(=O)N1CCc2ccccc2C1	0	6	1	2	-17	0.98	-3	-8	9
CCCCn1c(SCC(=O)N2CCOCC2)nnc1-c1cccs1	1	4	-3	2	-11	1	-3	5	11
Clc1ccccc1N1CCN(c2ncnc3nc[nH]c23)CC1	-4	2	6	3	10	1	5	3	7
Cc1ccc(NC(=O)C2C3CC4OC(=O)C2C4C3)cc1Cl (stereo not given)	2	-6	-1	-3	3	1	-4	-5	26
O=C(O)CCn1c(C(=O)O)cc2sccc21	4	12	4	nt	0	1	0	-6	16
Cc1ccc(Cn2nnc3c(=O)[nH]c(C4CCN(S(=O)(=O)c5ccccc5)CC4)nc32)cc1	3	42	-1	-3	3	0.97	-3	3	17
CC1(C)CC(=O)C=C(NCC2CCCO2)C1 (stereo not given)	-27	1	2	1	11	1.1	0	-10	-13
CCOC(=O)Cn1c(=NC(=O)CSC(C)=O)sc2ccccc21	14	-7	-3	-1	5	1.1	-2	-14	20
O=C(O)CC12CSc3[nH]c(=O)sc3C1c1ccccc1OC2=O (stereo not given)	6	4	-7	-1	3	1.1	0	-6	6
Cc1ccc2[nH]c3c(c2c1)CN(C(=O)CN1CCN(c2ccccc2)CC1)CC3	-7	37	2	0	1	1	92*	2	9
O=C(CN(C(=O)CNS(=O)(=O)c1ccccc1)c1ccc2c(c1)OCCO2)NC1CCCCC1	-1	-7	2	-3	-2	1	0	-5	6
COc1ccc2c(c1OC)C(=O)OC2Nc1ccccn1 (stereo not given)	8	6	-3	4	9	1.1	-1	-1	13
Cc1cc(NC(=O)CCCOc2ccc(Cl)cc2Cl)no1	nt	8	3	2	nt	1	-3	64*	nt
O=C(OC(C(=O)NC1CCCC1)c1ccccc1F)c1ccco1 (stereo not given)	5	-38	-6	-4	9	0.99	-3	-7	1
COC(=O)c1ccc(C(=O)OC)c(NC(=O)CN2CCN(c3ccccc3)CC2)c1	9	6	-7	-9	27	1.1	-1	-4	6
COc1ccc(C2C(C(C)=O)=C(C)N=c3s/c(=C\c4ccc5c(c4)OCO5)c(=O)n32)c(OC)c1 (stereo not given)	30	19	3	6	1	1	-4	-13	-5
O=C(Nc1ccccn1)c1cccnc1	0	-5	4	-2	-4	0.99	-2	-1	2
Cc1c(N(C)C(=O)C23CC4CC(CC(C4)C2)C3)c(=O)n(-c2ccccc2)n1C	6	21	1	0	2	1	2	-3	6
O=S(=O)(c1ccc2nc(COc3ccc(Cl)cc3Cl)[nH]c2c1)N1CCOCC1	-5	19	3	1	8	1	-1	-7	7
Cc1nc2ccc(S(=O)(=O)NCC(=O)N3CCc4ccccc43)cc2s1	6	-5	-1	3	7	0.99	-4	-8	-1
N#Cc1c2n(c(=O)[nH]c1=O)CCCCC2	5	5	12	nt	3	1	-5	-11	-4
O=S(=O)(c1cccc(C(F)(F)F)c1)N1CCN(c2nnnn2-c2ccccc2)CC1	9	-4	4	4	-4	1	-3	-4	5
O=C(CNS(=O)(=O)c1ccccc1)N1CCN(c2ccccc2)CC1	-11	-6	8	0	6	1	-4	0	7
CC(C)=C1C2C=CC1C(C(=O)Nc1cccc(C)c1)C2C(=O)O (stereo not given)	-3	10	-1	-1	6	1	-5	1	5

13 of these compounds in a different format:
| molecule | FXIa inh mix | MKP-1 inh | MMP-13 inhibitor | JNK3 blocker | FXIIa inh mix | A340 absorber | Hsp90 block | Cdc25B inh | AP ELISA ortho |
| --- | --- | --- | --- | --- | --- | --- | --- | --- | --- |
| Cc1c(C#N)c2ccccc2n1CC(=O)N1CCc2ccccc2C1 | 0 | 6 | 1 | 2 | -17 | 0.98 | -3 | -8 | 9 |
| CCCCn1c(SCC(=O)N2CCOCC2)nnc1-c1cccs1 | 1 | 4 | -3 | 2 | -11 | 1 | -3 | 5 | 11 |
| Clc1ccccc1N1CCN(c2ncnc3nc[nH]c23)CC1 | -4 | 2 | 6 | 3 | 10 | 1 | 5 | 3 | 7 |
| Cc1ccc(NC(=O)C2C3CC4OC(=O)C2C4C3)cc1Cl (stereo not given) | 2 | -6 | -1 | -3 | 3 | 1 | -4 | -5 | 26 |
| O=C(O)CCn1c(C(=O)O)cc2sccc21 | 4 | 12 | 4 | nt | 0 | 1 | 0 | -6 | 16 |
| Cc1ccc(Cn2nnc3c(=O)[nH]c(C4CCN(S(=O)(=O)c5ccccc5)CC4)nc32)cc1 | 3 | 42 | -1 | -3 | 3 | 0.97 | -3 | 3 | 17 |
| CC1(C)CC(=O)C=C(NCC2CCCO2)C1 (stereo not given) | -27 | 1 | 2 | 1 | 11 | 1.1 | 0 | -10 | -13 |
| CCOC(=O)Cn1c(=NC(=O)CSC(C)=O)sc2ccccc21 | 14 | -7 | -3 | -1 | 5 | 1.1 | -2 | -14 | 20 |
| O=C(O)CC12CSc3[nH]c(=O)sc3C1c1ccccc1OC2=O (stereo not given) | 6 | 4 | -7 | -1 | 3 | 1.1 | 0 | -6 | 6 |
| Cc1ccc2[nH]c3c(c2c1)CN(C(=O)CN1CCN(c2ccccc2)CC1)CC3 | -7 | 37 | 2 | 0 | 1 | 1 | 92* | 2 | 9 |
| O=C(CN(C(=O)CNS(=O)(=O)c1ccccc1)c1ccc2c(c1)OCCO2)NC1CCCCC1 | -1 | -7 | 2 | -3 | -2 | 1 | 0 | -5 | 6 |
| COc1ccc2c(c1OC)C(=O)OC2Nc1ccccn1 (stereo not given) | 8 | 6 | -3 | 4 | 9 | 1.1 | -1 | -1 | 13 |
| Cc1cc(NC(=O)CCCOc2ccc(Cl)cc2Cl)no1 | nt | 8 | 3 | 2 | nt | 1 | -3 | 64* | nt |

(cont.)
SMILES	FXIa inh mix	MKP-1 inh	MMP-13 inhibitor	JNK3 blocker	FXIIa inh mix	A340 absorber	Hsp90 block	Cdc25B inh	AP ELISA ortho
Cc1ccccc1-c1nc(CN2CCC(C(=O)O)CC2)c(C)o1	-2	3	-2	-11	8	1.1	1	4	17
CC(C)C(c1nnnn1Cc1ccccc1)N1CCN(Cc2ccco2)CC1 (stereo not given)	3	23	2	4	-6	0.98	-2	-5	4
O=C1CCCc2c1cc(C(=O)NC1CCSC1=O)c(=O)n2-c1ccccc1 (stereo not given)	9	23	-11	nt	7	1.1	1	-7	22
C=CCn1c(SCC(=O)c2ccccc2)nnc1-c1ccc2c(c1)OCO2	5	5	4	0	14	1	0	5	-8
